Compound activity: PubChem BioAssay, National Center for Advancing Translational Sciences (NCATS)
Apoferritin bind – qHTS Assay for Identification of Novel General Anesthetics. Ferritin light chain (Equus caballus), P02791. apoferritin/1-aminoanthracene competitive binding, fluorescence. Potency, µM (series often up to 77.5 µM), for inactives: at the top dose activity change, negative = displacement, hits mostly inhibitors. actives 0.074% (n = 350,000); further: potency means the concentration at half of the fitted maximal effect; on the % scale 0 is the no-effect control and ±100 the full control effect; nearly all actives have a fitted effect of over 20% in size
Target sequence (P02791 2-175 limits assumed): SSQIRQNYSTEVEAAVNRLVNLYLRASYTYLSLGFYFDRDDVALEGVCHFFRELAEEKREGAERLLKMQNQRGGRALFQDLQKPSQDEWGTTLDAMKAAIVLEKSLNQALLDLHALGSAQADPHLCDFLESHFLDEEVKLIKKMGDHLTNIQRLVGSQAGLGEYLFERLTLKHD
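Read-out: endpoint 1-AMA fluorescence, excitation 380 nm and emission 535 nm, after compounds sit 10 min at room temperature with 10 uM horse-spleen apoferritin in 50% saturated 1-AMA/PBS. Values come from four-parameter Hill fits.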
D1 antagonist – Antagonist of Human D 1 Dopamine Receptor: qHTS; D(1A) dopamine receptor (Homo sapiens), P21728; HEK293 TREx D1 cells, calcium flux, dopamine EC80; hits give low values; activity change, negative = inhibition, % at 10 µM; actives 3.2% (n = 360,000); in the data active means activity change below about -30%; further: on the % scale 0 is the no-effect control and ±100 the full control effect
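Allosteric or orthosteric antagonism assessed as attenuation of the calcium response to EC80 dopamine, added 180 s after compound, in induced HEK293 Trex D1 cells loaded with no-wash calcium dye.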
RXFP1 antag – qHTS Assay for Antagonists of the Relaxin Receptor RXFP1; HEK293-RXFP1, relaxin-stimulated cAMP HTRF, 30 min; hits give low values; AID 1259400, 2018; activity change, negative = inhibition, % at 57.5 µM; actives 0.59% (n = 350,000); Relaxin receptor 1 (Homo sapiens), Q9HBX9;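 active means activity change of -60% or lower, but not beyond a set lower limit; inconclusive means change between -60% and -40%, or beyond the set limit; inactive means change above -40%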; further: on the % scale 0 is the no-effect control and ±100 the full control effect
D2 potentiator – HTS Assay for Positive Allosteric Modulators of the Human D2 Dopamine Receptor: Primary Screen for Potentiators; D(2) dopamine receptor (Homo sapiens), P14416; HEK293 T-REx D2, calcium flux, EC20 dopamine potentiation; AID 485347, 2010; potentiation, % at 10 µM; actives 0.34% (n = 340,000);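 active means potentiation over 3 SD above the plate norm, cut at about 30% in these data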; further: 0% is about no effect
Target sequence (P14416 whole entry, looked up): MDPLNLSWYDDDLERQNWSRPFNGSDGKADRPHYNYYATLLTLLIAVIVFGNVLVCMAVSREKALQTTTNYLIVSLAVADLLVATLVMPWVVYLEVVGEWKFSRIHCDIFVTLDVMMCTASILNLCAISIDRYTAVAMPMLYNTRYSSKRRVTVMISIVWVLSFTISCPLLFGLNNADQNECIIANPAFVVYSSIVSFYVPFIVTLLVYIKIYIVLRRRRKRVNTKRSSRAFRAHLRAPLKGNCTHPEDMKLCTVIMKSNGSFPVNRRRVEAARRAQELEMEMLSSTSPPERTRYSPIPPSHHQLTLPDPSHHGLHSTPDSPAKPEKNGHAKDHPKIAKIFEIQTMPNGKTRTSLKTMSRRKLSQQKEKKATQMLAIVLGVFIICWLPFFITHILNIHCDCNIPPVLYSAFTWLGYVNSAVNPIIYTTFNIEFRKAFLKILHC
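Cells plated with tetracycline inducer and held overnight at 30 C; calcium dye loaded 30–90 min at room temperature; baseline taken, compound added and read 180 s; EC20 dopamine then added and read 180 s.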
D1 ag – Allosteric Agonists of the Human D1 Dopamine Receptor: qHTS. AID 504660, 2011. HEK293 T-REx D1 cells, calcium flux, agonist mode. activation, % at 2 µM. D(1A) dopamine receptor (Homo sapiens), P21728. actives 1% (n = 360,000); in the data active means activation above about 30%; further: 0% is about no effect
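Agonism was scored from calcium flux recorded over 180 s (1 read/s) after pintool compound addition, following a 10-cycle baseline. Cells were inducible force-coupled HEK293 TREx D1, plated overnight at 30 C and loaded with no-wash calcium dye.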
RXFP1 ag – qHTS Assay for Agonists of the Relaxin Receptor RXFP1; actives 0.3% (n = 370,000); Potency, µM (doses to about 57.5 µM), for inactives: at the top dose activation, actives largely listed as activators; HEK293T-RXFP1 cAMP TR-FRET, 30 min; response scale: percent of porcine relaxin response, buffer zero; AID 2676, 2010; further: potency means the concentration at half of the fitted maximal effect; on the % scale 0 is the no-effect control and ±100 the full control effect; nearly all actives have a fitted effect of over 60% in size; many of its hits are not listed in these tables
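HEK293T cells stably expressing RXFP1 were pretreated with the PDE4 inhibitor Ro 20174, exposed to compounds for 30 min at 37C, lysed, and cAMP was read by TR-FRET. Data normalized to buffer (basal) and 29 nM porcine relaxin (100%).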
TRHR enhancer – qHTS for Small Molecule Agonists and Allosteric Enhancers of Human TRH Receptor: Primary Screen for Enhancers; Thyrotropin-releasing hormone receptor (Homo sapiens), P34981; TRHR cells, fluo-8 calcium fluorescence, EC20 TRH enhancement; enhancement, % at 2 µM; actives 0.66% (n = 360,000); AID 493056, 2011; in the data active means enhancement above about 30%; further: 0% is about no effect
Target sequence (P34981 whole entry, looked up): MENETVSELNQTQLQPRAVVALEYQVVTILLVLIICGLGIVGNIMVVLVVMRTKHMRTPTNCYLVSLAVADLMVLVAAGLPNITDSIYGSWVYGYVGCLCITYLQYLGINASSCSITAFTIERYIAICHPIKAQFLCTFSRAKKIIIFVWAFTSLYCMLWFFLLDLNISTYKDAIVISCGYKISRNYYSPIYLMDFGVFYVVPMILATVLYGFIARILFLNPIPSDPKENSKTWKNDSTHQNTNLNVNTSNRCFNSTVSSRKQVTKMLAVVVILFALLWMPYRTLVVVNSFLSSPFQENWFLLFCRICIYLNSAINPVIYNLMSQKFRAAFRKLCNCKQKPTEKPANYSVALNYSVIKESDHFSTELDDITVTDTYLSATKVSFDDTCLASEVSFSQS
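TRHR-expressing cells loaded with fluo-8 calcium dye were read kinetically (ex 480/em 530) during compound addition, then stimulated with an EC20 of TRH (10 nM final). Enhancement of the Gq-mediated intracellular calcium response was scored.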
D1 PAM – Potentiators of Human D1 Dopamine Receptor: qHTS. potentiation, % at 10 µM. HEK293 TREx D1 cells, calcium flux, dopamine EC20 potentiation. D(1A) dopamine receptor (Homo sapiens), P21728. AID 504651, 2011. actives 0.036% (n = 360,000); in the data active means potentiation above about 30%; further: 0% is about no effect
TRHR agonist – qHTS for Small Molecule Agonists and Allosteric Enhancers of Human TRH Receptor: Primary Screen for Agonists. TRHR cells, calcium flux fluo-8, FDSS agonist mode. activation, % at 2 µM. actives 0.18% (n = 360,000). AID 493084, 2011; in the data active means activation above about 30%; further: 0% is about no effect
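Read-out: compound-evoked intracellular calcium rise in TRHR cells, fluo-8 dye, kinetic FDSS fluorescence at 1 s/cycle following a 10-cycle baseline. Cells cultured overnight before dye loading (30 min–1.5 h, RT).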
* = called active by the depositor; ? = inconclusive; . = no result given; & = joins results of further samples; [ ] = another dose, or the depositor's remark. Unless noted, the call rests on the fitted dose curve; in most records, active means well fitted curve in the direction sought with a large enough effect; inconclusive means small, poorly fitted or top-dose-only effect, or another doubt; inactive means no such curve, though single readings can be large; an effect the other way counts as inactive or inconclusive. A portion of the library; the hit share may differ from the screen's.

SMILES	Apoferritin bind	D1 antagonist	RXFP1 antag	D2 potentiator	D1 ag	RXFP1 ag	TRHR enhancer	D1 PAM	TRHR agonist
CC(=O)c1ccc(N(C)C)c2c(N(C)C)cccc12	-1%	-1	2	-2	4	0.0%	19	-6	1.4
COc1ccc(-c2cc3ccc(O)c(CN4CCC(C)CC4)c3oc2=O)cc1OC	.	-1	-2	-8	13	4.2%	-4	0	1.0
CCn1c(CNC(=O)c2ccc(OC)cc2)nnc1SCC(=O)Nc1cc(C)ccc1C	-24%	3	.	9	0	0.4%	11	-3	-0.5
COc1ccc(NC(=S)N(Cc2cccnc2)Cc2cc3cc(OC)c(OC)cc3[nH]c2=O)cc1	32%[activator]	0	-8	-10	3	-1.0%	-1	-2	-0.6
CCOc1ncccc1C(=O)Nc1ccc2c(C)cc(=O)oc2c1	-5%	-8	2	-2	1	0.4%	-1	-1	-0.1
O=C(Cn1c(=O)c(C(F)(F)F)nc2ccccc21)Nc1ccc(Br)cc1F	-2%	-4	.	-3	3	0.2%	-4	1	0.7
CCn1c(=O)c(C(=O)NNC(=O)c2ccc(Cl)cc2Cl)c(O)c2ccccc21	0%	-8	-9	26	30	-0.2%	4	2	7.8
CCN(CC(=O)Nc1ccccc1C(F)(F)F)C(=O)CCS(=O)(=O)c1ccc(Cl)cc1	.	-30*	-5	12	9	1.0%	9	-1	-0.5
O=C(O)c1cn(Cc2cccnc2)c(=O)c2ccccc12	-1%	-14	.	2	1	1.1%	2	-3	0.1
O=C(CSc1cn[nH]n1)Nc1ccc(O)c(C(=O)O)c1	6%	11	0	4	2	2.0%	-2	-8	0.1
Nc1cc(N2CCCC2)c(Cl)cc1[N+](=O)[O-]	?	-19	-11	4	3	1.3%	3	-6	0.1
CN(C[C@@H](Cc1cccc2ccccc12)N(C[C@H](Cc1ccccc1)N(CCc1ccccc1)N=O)N=O)N=O	-3%	12	.	-2	-1	0.4%	-2	2	1.3
O=Cc1ccc(-n2nncc2-c2ccc([N+](=O)[O-])cc2)cc1	-22%	3	-12	7	0	-0.5%	3	1	1.4
COc1cccc(N(C(=O)c2ccco2)C(C(=O)NC2CCCC2)c2ccc(N3CCOCC3)cc2)c1 (stereo unspecified)	-1%	-3	-23	-1	0	-0.1%	3	0	-0.2
O=C(COC(=O)c1ccccc1C(=O)c1ccc(Cl)cc1)NC(c1ccccc1)c1ccccc1	2%	-2	-4	15	4	0.8%	-3	-7	0.6
O=C(N/N=C/c1ccc([N+](=O)[O-])o1)c1ccncc1	-8%	4	-4	7	7	20%	-4	-4	0.4
Cc1nnc(N2CCN(C(=O)Nc3cc(F)ccc3F)CC2)c2nn(-c3ccc(Cl)cc3)c(C)c12	3%	8	2	-16	1	7.8%	-2	-1	-0.3
CCC(=O)Nc1ccc(Oc2ccc(NC(=O)CC)c(NC(=O)CC)c2)cc1	-4%	-7	0	.	2	-2.3%	-3	-1	0.7
CCC(C)C(NC(C)=O)C(=O)NC(=O)NC(c1ccccc1)c1ccccc1 (stereo unspecified)	-16%	.	-10	3	-1	0.9%	-4	-3	-0.7
Cc1[nH]c2ccc(C(=O)OCCN(C)C)cc2c1C	4%	0	-19	-19	2	-4.2%	2	-10	0.8
CCN(CC(=O)Nc1c(F)cccc1F)C(=O)c1cc([N+](=O)[O-])ccc1N1CCCCC1	.	15	-4	2	2	0.6%	-7	-1	-1.0
Cc1cccc(NC(=O)c2cc(S(=O)(=O)NCc3ccc4c(c3)OCO4)ccc2F)c1C	-6%	-16	-14	-9	-3	-1.5%	-1	-3	-0.8
O=C(CSc1nnc(-c2ccccc2)n1Cc1ccccc1)N1CCCC1	-13%	-9	-6	3	0	-0.1%	0	-4	-0.4
CN1C[C@@H]2C(c3ccccc3)C3(c4ccccc4)CC2(C3)[C@H]1c1ccccc1 (stereo partly specified)	10%&-12%	24	.	10	3	-1.1%	1	-4	0.5
CNc1nc(OC)nc(N2CCOCC2)n1	0%	5	10	4	2	1.6%	0	1	0.6

Continuation.
SMILES	Apoferritin bind	D1 antagonist	RXFP1 antag	D2 potentiator	D1 ag	RXFP1 ag	TRHR enhancer	D1 PAM	TRHR agonist
CC(NCC(=O)NCCc1ccc(S(N)(=O)=O)cc1)c1ccc(F)cc1 (stereo unspecified)	-4%	-3	-2	14	2	4.5%	1	-7	2.0
Cc1cc(NC(=O)c2cncc(Br)c2)n(-c2ccccn2)n1	-3%	-8	2	-3	2	-0.1%	-6	-5	0.2
Cc1ccccc1-n1c(SCc2ccccn2)nc2n[nH]c(C)c2c1=N	4%	-7	-5	15	3	-0.3%	6	-1	-0.1
CC(C)c1ccc(SCc2noc(C(=O)NCC3CCCO3)c2C(=O)O)cc1 (stereo unspecified)	?	42	.	.	20	0.3%	-2	1	-0.7
COc1cccc(NC(=O)c2ccc3c(O)c(S(=O)(=O)c4ccccc4)c(=O)[nH]c3c2)c1	-6%	1	-1	0	4	0.7%	0	-5	0.8
O=C(CSc1ncnc2c1cnn2-c1ccccc1)NCC1CCCO1 (stereo unspecified)	.	-14	-23	.	6	-0.4%	2	-5	-0.5
Nc1nc2n(n1)C(c1cccc(Br)c1)CC(c1ccc(F)cc1)N2 (stereo unspecified)	4%	0	8	-3	25	-0.2%	-11	-5	-1.2
Clc1ccc(-c2noc(CSc3nnc(Cc4cccs4)n3-c3ccccc3)n2)cc1	-4%	-5	.	8	11	-1.3%	-3	2	0.6
CCOc1sc2nc(C)n(CC(=O)Nc3cccc(C)c3)c(=O)c2c1C	33%[activator]	-11	.	29	1	0.2%	8	0	-0.6
CCC(=O)NC(=S)Nc1cccc(Cl)c1N1CCCC1	-6%	2	.	1	5	-4.6%	2	4	0.6
Cc1cc(S(=O)(=O)NCC(C)C)ccc1OCC(=O)NC1CC1	-6%	-6	1	2	1	1.8%	-2	-5	0.0
Cn1c(CSc2ncn[nH]2)nc2ccccc21	-7%	-6	8	-5	2	2.1%	6	-6	0.1
O=C(Nc1cccc2c1[nH]c1ccccc12)C(F)(F)F	1%	-21	-9	9	8	-0.5%	0	-7	0.7
Cc1nc(C(C)N(C)Cc2c(C(=O)N3CCCCC3)nc3c(C)cccn23)c(C)s1 (stereo unspecified)	-9%	1	-2	-2	-1	1.1%	-5	9	0.5
CCCOc1ccc(C2c3c(-c4c(C)cc(C)cc4O)n[nH]c3C(=O)N2CCO)cc1 (stereo unspecified)	?	7	0	-1	1	-0.3%	14	-1	0.6
Cc1cccc(-c2nnc(SCc3ccccc3)o2)c1	?	-5	-12	14	2	-2.5%	4	-4	0.0
CNC(=O)NC(=O)COC(=O)c1cccc(S(=O)(=O)N2CC3(C)CC2CC(C)(C)C3)c1 (stereo unspecified)	.	0	-14	13	0	-0.5%	1	6	0.4
O=C(NCCN1CCOCC1)c1cc2sccc2n1Cc1ccc(F)cc1	-11%	2	5	-26	3	-0.3%	0	3	-0.2
COc1ccccc1-c1nnc(NC(=O)c2ccc3c(c2)OCO3)s1	-6%	-5	-3	1	-1	9.1%	-1	-3	0.0
Cc1ccc(Nc2nnc(SCC(=O)NC3CCS(=O)(=O)C3)s2)c(C)c1 (stereo unspecified)	-18%	-15	-12	-8	3	4.4%	0	-6	-0.9
CC(=O)Oc1cccc(/C=C2\Sc3ccccc3C2=O)c1	-12%	2	?	.	12	0.2%	18	-10	8.3
Cn1c(=O)[nH]c(=O)c2c1nc(SCCCO)n2CCCc1ccccc1	-9%	-5	4	-2	2	4.4%	-5	-3	1.4
COc1cc2ncnc(N[C@H](C)c3ccccc3)c2cc1OC	-1%	-18	3	-4	4	0.5%	1	2	0.0
Cc1nc(N/N=C/c2ccc(O)cc2O)cc(N2CCOCC2)n1	-16%	39	16	6	1	1.1%	19	-8	-1.0
CC1SCC(=NOCc2c(Cl)cccc2Cl)CS1 (stereo unspecified)	-4%	13	-11	8	4	0.0%	3	1	-1.6

Look-ups from the results shown:
Entry for Cc1nc(C(C)N(C)Cc2c(C(=O)N3CCCCC3)nc3c(C)cccn23)c(C)s1 (stereo unspecified) in D1 PAM: 9
Entry for Cc1ccccc1-n1c(SCc2ccccn2)nc2n[nH]c(C)c2c1=N in D1 PAM: -1

(continued)
SMILES	Apoferritin bind	D1 antagonist	RXFP1 antag	D2 potentiator	D1 ag	RXFP1 ag	TRHR enhancer	D1 PAM	TRHR agonist
CCN1CCN(c2cc(C)c3cc(NC(=O)c4cccs4)ccc3n2)CC1	-20%	0	-6	-2	0	-6.0%	7	-3	-0.1
O=C(CN1C(=O)NC2(CCSC2)C1=O)N1CCN(c2ccc(F)cc2)CC1 (stereo unspecified)	-10%	4	-1	-2	0	-0.4%	0	-3	0.2
COc1ccc(C(=O)Nc2nncs2)cc1S(=O)(=O)N1CCOCC1	-7%	-22	-10	1	0	-0.3%	-6	-9	-2.9
Cc1ccc(S(=O)(=O)c2cn(CC(=O)Nc3ccccc3)c3cc4c(cc3c2=O)OCO4)cc1	-16%	-8	.	-15	2	-1.8%	-7	3	2.0
CCOc1ccc(/C=N/n2c(C)nc3ccccc3c2=O)cc1	4%	-2	-3	9	0	0.0%	0	-8	0.4
CCOCCn1c(CN(C)Cc2ccccc2)nc2c1c(=O)n(C)c(=O)n2C	-20%	-4	-7	16	6	9.4%	8	1	-0.4
CCC(C)(C)n1nnnc1C(c1ccc2ncccc2c1)N1CCN(Cc2ccc3c(c2)OCO3)CC1 (stereo unspecified)	-10%	-3	-2	-3	1	-0.2%	3	-3	-0.6
CN(C)C(=O)c1nc2ccc(Cl)cn2c1CN1CCCC(OCc2cccnc2)C1 (stereo unspecified)	-8%	-2	-5	-4	3	1.0%	-5	-3	0.3
CCC(C)Sc1nc2c(cnn2-c2ccc(C)c(C)c2)c(=O)[nH]1 (stereo unspecified)	5%	13	.	-5	-2	2.6%	-6	3	0.3
